# Glioma ERSR ind: ER stress response induction in glioma; U87-MG GRP78 promoter luciferase reporter, 16 h; Potency, µM, for the others: top-dose activation, most hits filed as activators; hit rate 0.02% among 420,000; AID 602332; active = well fitted activation curve with a large enough effect; note: series mostly up to about 76 µM; % of control where 0% means no effect; nearly all actives have a fitted effect of over 35% in size
#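 Stably transfected U87-MG glioma cells carrying a GRP78-based luciferase sensor; 16 h compound incubation. Luminescence end-point read 10 min after Bright-Glo addition at room temperature.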
# Starred values were filed as active, the others as inactive. Potency is the fitted concentration of half-maximal effect. The list is partial, so the mix of outcomes need not match the whole.
SMILES,Glioma ERSR ind
CCC1C(=O)OC[C@H]1Cc1cncn1C (some centres not stated),-5%
